FEN1 inh – blocks human flap endonuclease 1; Recombinant FEN1 flap cleavage, fluorescence, 15 min; P39748; Potency, µM (doses to about 114 µM), without a hit: top-dose activity change, negative = inhibition, hits mostly inhibitors; actives 0.35% (n = 390,000); AID 588795; further: nearly all actives have a fitted effect of over 65% in size
Target sequence (P39748 whole entry, looked up): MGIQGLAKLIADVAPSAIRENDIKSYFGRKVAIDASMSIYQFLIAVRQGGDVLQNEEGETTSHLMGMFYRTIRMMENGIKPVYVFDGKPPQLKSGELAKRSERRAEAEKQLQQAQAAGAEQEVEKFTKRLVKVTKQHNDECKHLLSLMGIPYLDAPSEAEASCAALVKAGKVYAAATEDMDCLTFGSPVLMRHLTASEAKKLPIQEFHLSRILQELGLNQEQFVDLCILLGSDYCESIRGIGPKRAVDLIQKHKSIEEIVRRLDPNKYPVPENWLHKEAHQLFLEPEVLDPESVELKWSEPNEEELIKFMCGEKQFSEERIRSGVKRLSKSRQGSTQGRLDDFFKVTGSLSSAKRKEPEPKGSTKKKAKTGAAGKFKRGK
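Potency values derive from four-parameter Hill fits of normalized qHTS data. The reaction used 10 nM FEN1 preincubated 15 min at room temperature with compound, then 50 nM DNA substrate, read at 0 and 15 min.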
TDP1 block – TDP1 (human) enzyme inhibition; actives 0.28% (n = 350,000); recombinant TDP1, AlphaScreen DNA substrate cleavage; AID 485290; Q9NUW8; Potency, µM (highest dose often 130 µM), without a hit: at the top dose activity change, negative = inhibition, most hits filed as inhibitors; further: nearly all actives have a fitted effect of over 40% in size
Target sequence (Q9NUW8 whole entry, looked up): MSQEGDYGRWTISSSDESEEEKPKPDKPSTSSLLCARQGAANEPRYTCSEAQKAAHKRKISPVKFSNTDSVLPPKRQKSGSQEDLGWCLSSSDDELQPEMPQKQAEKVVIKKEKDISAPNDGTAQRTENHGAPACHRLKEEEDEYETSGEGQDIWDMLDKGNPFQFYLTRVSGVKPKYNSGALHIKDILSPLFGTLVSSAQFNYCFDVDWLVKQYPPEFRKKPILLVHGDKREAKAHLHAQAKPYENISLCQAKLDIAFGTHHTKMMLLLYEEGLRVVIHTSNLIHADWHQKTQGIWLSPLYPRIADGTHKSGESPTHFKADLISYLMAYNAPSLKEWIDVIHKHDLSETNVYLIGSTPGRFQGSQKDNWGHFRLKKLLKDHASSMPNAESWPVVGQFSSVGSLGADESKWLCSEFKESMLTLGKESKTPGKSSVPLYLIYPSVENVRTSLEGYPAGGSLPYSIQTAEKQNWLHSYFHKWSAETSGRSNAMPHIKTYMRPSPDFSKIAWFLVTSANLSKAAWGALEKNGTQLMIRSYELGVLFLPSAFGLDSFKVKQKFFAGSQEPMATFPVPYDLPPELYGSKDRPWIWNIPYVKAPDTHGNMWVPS
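AlphaScreen read-out: signal falls as enzyme removes the 3' tyrosine-FITC from a 5'-biotinylated DNA oligo (15 nM, 5 min, RT). Enzyme was E. coli-made recombinant Tdp1 at 1 nM, exposed to compound for 15 min beforehand; beads 10 ug/ml, 10 min.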
N370S GC – inhibits or activates N370S mutant glucocerebrosidase; N370S GC spleen homogenate, 4MU-glucoside fluorescence; Potency, µM (top dose mostly 59.4 µM), inactives show at the highest dose activity change, negative = inhibition, hits mostly inhibitors; actives 0.092% (n = 330,000); AID 2101;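 further: 0% = full enzyme activity and -100% = no enzyme basal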
Active calls of the source: *; ? = inconclusive; nt = not tested or not shown; [ ] = another dose, or the depositor's remark. The call rests on the fitted dose curve; in most records, active means well fitted curve in the direction sought with a large enough effect; inconclusive means small, poorly fitted or top-dose-only effect, or another doubt; inactive means no such curve, though single readings can be large; an effect the other way counts as inactive or inconclusive. Unless noted, on the % scale 0 is the no-effect control and ±100 the full control effect; potency means the concentration at half of the fitted maximal effect.

1	CCc1cccc(C)c1NC(=O)N(C)C1CCCCC1
2	CCN(CC)S(=O)(=O)c1ccc(C(=O)NN(C)C2=NS(=O)(=O)c3ccccc32)cc1
3	C=C1c2ccccc2O[C@H](C(=O)OCC)[C@@H]1C1CCCCC1
4	CCCCc1nn2c(=O)cc(CN(CC)c3ccccc3)nc2s1
5	O=c1[nH]c2cc3c(cc2cc1CN(CCO)S(=O)(=O)c1ccccc1)OCCO3
6	O=C(COc1ccccc1[N+](=O)[O-])Nc1ccccc1N1CCCCC1
7	CN(c1ccccc1)S(=O)(=O)c1cccc(C(=O)NCCCN2CCCC2=O)c1
8	O=C1OC(c2ccccc2)=N/C1=C\C=C\c1ccccc1[N+](=O)[O-]

| Compound | 1 | 2 | 3 | 4 | 5 | 6 | 7 | 8 |
| --- | --- | --- | --- | --- | --- | --- | --- | --- |
| N370S GC | 7% | -2% | nt | nt | -5% | ? | 4% | 0% |
| FEN1 inh | 6% | 23% | 8% | 15% | -8% | -11% | 5% | -5% |
| TDP1 block | 1% | nt | -9%[56.1 µM] | 8% | -2% | 4% | nt | -3% |

Next part (3 carried over from the part before).
6	O=C(COc1ccccc1[N+](=O)[O-])Nc1ccccc1N1CCCCC1
7	CN(c1ccccc1)S(=O)(=O)c1cccc(C(=O)NCCCN2CCCC2=O)c1
8	O=C1OC(c2ccccc2)=N/C1=C\C=C\c1ccccc1[N+](=O)[O-]
9	CC(C)CNC(=O)c1cccc(NC(=O)c2ccc3c(c2)C(=O)N(C)C3=O)c1
10	N#Cc1ccccc1Cn1c(=O)n(C2CCCC2)c(=O)c2ccccc21
11	Cc1ccc(C)c(C(=O)NCc2ccncc2)c1
12	COc1ccccc1N(C)S(=O)(=O)c1ccc(C(=O)N(C)Cc2ccc(Cl)s2)cc1
13	Cc1cc(NC(=O)c2noc3c2CCCC3)n(-c2ccccc2)n1
14	Cc1ccc(OCC(=O)NNC(=O)C2CCN(c3ncccn3)CC2)cc1
15	Cn1ncc(C#N)c1NC(=O)C1CC(c2c(F)cccc2Cl)=NO1 (configuration not stated)
16	CCCN(CCC)S(=O)(=O)c1ccc(C(=O)N2CCOCC2)cc1

| Compound | 6 | 7 | 8 | 9 | 10 | 11 | 12 | 13 | 14 | 15 | 16 |
| --- | --- | --- | --- | --- | --- | --- | --- | --- | --- | --- | --- |
| N370S GC | ? | 4% | 0% | 1% | 16% | 0% | nt | 1% | 13% | 1% | -8% |
| FEN1 inh | -11% | 5% | -5% | 2% | -3% | 8% | -12% | -3% | 5% | -15% | 3% |
| TDP1 block | 4% | nt | -3% | nt | 4% | 0% | 0% | -2% | 2% | 4% | 6% |

17	CCCCCCCCCCOC(=O)Cn1c(COc2ccc(Cl)cc2)[n+](C)c2ccccc21
18	O=C(Nc1ncn[nH]1)C(F)(F)C(F)F
19	NS(=O)(=O)c1ccc(CCNC(=O)CCCCCNc2nc(=S)[nH]c3ccccc23)cc1
20	COc1ccccc1NC(=S)N(Cc1ccccc1)Cc1cccs1
21	O=C(NNS(=O)(=O)c1ccc(F)cc1)c1ccc([N+](=O)[O-])cc1Cl
22	CC(C)(Cc1cc(CC(C)(C)C(=O)O)cc(C(C)(C)C)c1)C(=O)O
23	COc1cccc(OCCNC(=O)c2cc([N+](=O)[O-])cc([N+](=O)[O-])c2)c1
24	CCN(CC)S(=O)(=O)c1cccc(C(=O)OC2CCOC2=O)c1 (configuration not stated)

| Compound | 17 | 18 | 19 | 20 | 21 | 22 | 23 | 24 |
| --- | --- | --- | --- | --- | --- | --- | --- | --- |
| N370S GC | ? | -26% | -24% | 17% | 0% | -9% | -2% | -1% |
| FEN1 inh | -4% | -8% | nt | -2% | 6% | -8% | -16% | 9% |
| TDP1 block | nt | 2% | -2% | 3% | nt | nt | 3% | -14% |

25	O=C(COc1cccnc1[N+](=O)[O-])NCCc1ccc(F)cc1
26	Cc1ccccc1NC(=O)COc1coc(CN2CCCc3ccccc32)cc1=O
27	O=C(O)CSc1c2c(nc3cc(C(=O)Nc4ccc(F)c(Cl)c4)ccc13)CCC2
28	CN(CC(=O)Nc1ccccc1C(=O)N1CCCC1)S(=O)(=O)c1ccc(Br)cc1
29	CC(=O)N(C)c1cccc(-c2ccc3nnc(C)n3n2)c1
30	CCC(C(=O)NCc1ccc(F)cc1)N(CCc1ccccc1)C(=O)c1snc(C(N)=O)c1N (configuration not stated)
31	C=CCCCCCCCC(=O)OC
32	CCOC(=O)c1oc2ccccc2c1COC(=O)CNC(=O)c1ccc(C)cc1

| Compound | 25 | 26 | 27 | 28 | 29 | 30 | 31 | 32 |
| --- | --- | --- | --- | --- | --- | --- | --- | --- |
| N370S GC | -1% | 1% | nt | 7% | -2% | -3% | -4% | -7% |
| FEN1 inh | 1% | 9% | -24% | -8% | -5% | -12% | 14% | -11% |
| TDP1 block | -3% | -3% | -4% | -2% | nt | 3% | 0% | nt |

33	CN(Cc1ccccc1)c1ncnc2onc(-c3ccc(F)cc3)c12
34	COc1cc(S(=O)(=O)N2CCOCC2)cc(C(=O)NCC(c2cccs2)N2CCOCC2)c1OC (configuration not stated)
35	Cc1occc1C(=O)NCc1cccc(CNC(=O)c2ccoc2C)c1
36	Cc1ccc(NC(=O)CSCC(=O)O)cc1
37	CC(C)(C)N=Cc1c(O)ccc2oc3c(c12)CCCC3
38	CC[C@@]1(c2cccc(C)c2)C(=O)N(C(=O)OC)N1C(=O)OC
39	Cc1occc1-c1nnc(SCC(=O)Nc2nccs2)n1Cc1ccco1
40	Cc1cc(C)cc(NC(=O)N2CCC(N3CCN(Cc4ccccc4)C(=O)C3=O)CC2)c1

| Compound | 33 | 34 | 35 | 36 | 37 | 38 | 39 | 40 |
| --- | --- | --- | --- | --- | --- | --- | --- | --- |
| N370S GC | nt | nt | 18% | 1% | -7% | 3% | 4% | nt |
| FEN1 inh | -19% | -16% | ? | 4% | -32% | -5% | -4% | 22% |
| TDP1 block | -1% | -9% | nt | 3% | nt | nt | -2% | -2% |

Entries of single compounds, quoted from the list. Values in the order: N370S GC | FEN1 inh | TDP1 block
Record of Cc1ccc(NC(=O)CSCC(=O)O)cc1 : 1% | 4% | 3%
Record of COc1cc(S(=O)(=O)N2CCOCC2)cc(C(=O)NCC(c2cccs2)N2CCOCC2)c1OC (configuration not stated) : nt | -16% | -9%
Record of CN(Cc1ccccc1)c1ncnc2onc(-c3ccc(F)cc3)c12 : nt | -19% | -1%

(further entries)
41	Cc1ccccc1N1OC2C(=O)N(c3ccc(F)cc3)C(=O)C2C1c1ccccn1 (configuration not stated)
42	COc1ccccc1N1C(=S)NC2CS(=O)(=O)CC21 (configuration not stated)
43	c1ccc(Sc2ncnc3c2oc2ccccc23)cc1
44	CC1CCN(C(=O)COC(=O)c2ccc([N+](=O)[O-])o2)CC1
45	c1ccc2c(c1)COC(CN1CCCCC1)OC2
46	O=C(Nc1ccccc1Oc1ccccc1)c1cc([N+](=O)[O-])ccc1Cl
47	COc1cccc(CN2CCN(Cc3cc(OC)c(OC)cc3OC)CC2)c1
48	COc1cc(OC)cc(C(=O)NCC(=O)OCC(=O)C(C)(C)C)c1

| Compound | 41 | 42 | 43 | 44 | 45 | 46 | 47 | 48 |
| --- | --- | --- | --- | --- | --- | --- | --- | --- |
| N370S GC | 6% | 4% | 4% | nt | 0% | 16% | -11% | -2% |
| FEN1 inh | 12% | 2% | -2% | ? | 2% | 0% | -2% | -2% |
| TDP1 block | 4% | 0% | -1% | 0% | -2% | 3% | nt | -2% |

49	CN1C(=O)/C(=C/c2ccco2)SC1=Nc1cccc(C(=O)O)c1
50	Cc1sc2ncn(CC(=O)NCc3ccco3)c(=O)c2c1-c1ccccc1
51	Cc1ccc(Cn2c(SCC(=O)NCc3ccco3)nc3ccsc3c2=O)cc1
52	COc1ccccc1NS(=O)(=O)c1ccc(N/N=C/C=C/c2ccccc2[N+](=O)[O-])c([N+](=O)[O-])c1
53	Cc1ccc(C(C(=O)NC2CCCCC2)N(Cc2ccco2)C(=O)Cc2c[nH]c3ccccc23)o1 (configuration not stated)
54	CCOc1ccc(CC(=O)NCCS(=O)(=O)N2CCN(c3ccccc3)CC2)cc1
55	COc1ccc(Cn2nnnc2C(c2ccncc2)N2CCOCC2)cc1 (configuration not stated)
56	Cc1nn(-c2ccccc2)c(C)c1C(=O)OCC(=O)c1c(N)n(CC(C)C)c(=O)n(C)c1=O

| Compound | 49 | 50 | 51 | 52 | 53 | 54 | 55 | 56 |
| --- | --- | --- | --- | --- | --- | --- | --- | --- |
| N370S GC | -13% | 4% | -2% | 12% | 0% | -2% | 1% | -1% |
| FEN1 inh | 50µM* | 1% | -4% | -1% | -6% | -2% | 5% | 11% |
| TDP1 block | 25µM* | 2% | -1% | 4% | 6% | nt | -4% | -1% |

57	COc1ccc(CC(=O)Nc2ccc(C(C)=O)cc2)cc1
58	O=C(CSc1nnc(-c2ccccc2)o1)Oc1ccc(Br)cc1
59	O=C(CCC(=O)N(CC(=O)NC1CCCC1)Cc1ccc2c(c1)OCO2)Nc1nccs1
60	Nc1cc(S(=O)(=O)Nc2cc(Cl)ccc2Cl)ccc1N1CCOCC1
61	O=C(Nc1cccc2ncccc12)c1ccccc1F
62	CC(C)(C)c1ccc(C(=O)NCC(=O)N/N=C/c2cccs2)cc1
63	Cc1ccc(S(=O)(=O)N2CCCCC2CCNC(=O)C(=O)NCc2cccnc2)cc1 (configuration not stated)
64	O=C(CSc1nnc(-c2ccc(F)cc2)o1)N1CCCCC1

| Compound | 57 | 58 | 59 | 60 | 61 | 62 | 63 | 64 |
| --- | --- | --- | --- | --- | --- | --- | --- | --- |
| N370S GC | -5% | 6% | -4% | 10% | 0% | 24% | 7% | -6% |
| FEN1 inh | -12% | 3% | nt | -15% | -7% | -16% | 3% | 15% |
| TDP1 block | 2% | 5% | 5% | -4% | nt | 1% | 0% | 9% |

65	Cc1ccc2cc(C)c(Sc3nnnn3-c3ccccc3)nc2c1
66	CCc1ccc(CNC(=O)c2cccc(-n3c(C)nc4cccnc43)c2)cc1
67	CCc1ccc(N2CC(C(=O)OCC(=O)Nc3ccc(C#N)cc3)CC2=O)cc1 (configuration not stated)
68	N#CCCn1ncc2ccccc21
69	O=C(COc1cccnc1[N+](=O)[O-])Nc1cccc(S(=O)(=O)N2CCOCC2)c1
70	Cc1ccccc1CNC(=O)C(=O)NCC1OCCCN1S(=O)(=O)c1ccc(F)cc1C (configuration not stated)
71	CC(NCc1ccc(OCc2ccc(Cl)cc2)cc1)C(O)c1ccccc1 (configuration not stated)
72	O=c1cc(-c2ccc(O)cc2)oc2c(-c3cc(-c4cc(=O)c5c(O)cc(O)cc5o4)ccc3O)c(O)ccc12

| Compound | 65 | 66 | 67 | 68 | 69 | 70 | 71 | 72 |
| --- | --- | --- | --- | --- | --- | --- | --- | --- |
| N370S GC | 19% | nt | nt | -3% | -2% | -13% | -14% | -10% |
| FEN1 inh | -7% | 2% | -5% | -10% | -11% | -2% | -10% | nt |
| TDP1 block | -2% | 6% | 1% | 4% | 4% | 2% | 5% | 17% |

73	Cc1ccc(NC(=O)COC(=O)CCC(=O)c2cccs2)cc1S(=O)(=O)N1CCOCC1
74	Cc1ccccc1C1C(C#N)=C(N)N(N(C)C)C2=C1C(=O)CC(C)(C)C2 (configuration not stated)
75	COc1cc(CNC(=O)c2ccccc2NC(=O)C2=C(C)OCCS2)cc(OC)c1OC
76	COc1cccc(-c2cccc(NC(=O)C3CCN(Cc4cnn(C)c4)CC3)c2)c1
77	CCOC(=O)c1c(C)[nH]c(C(=O)COC(=O)c2ccco2)c1C
78	CC1CCCCC12NC(=O)N(CC(=O)NCCc1ccccn1)C2=O (configuration not stated)
79	O=c1c(-c2ccc3c(c2)OCCO3)c(C(F)(F)F)oc2cc(O)cc(O)c12
80	C/C(=N/Nc1nc(-c2ccccc2F)nc2ccccc12)c1ccccc1O

| Compound | 73 | 74 | 75 | 76 | 77 | 78 | 79 | 80 |
| --- | --- | --- | --- | --- | --- | --- | --- | --- |
| N370S GC | -14% | -11% | ? | 7% | nt | 0% | -9% | ? |
| FEN1 inh | 1% | -1% | -9% | 11% | 4% | -6% | 2% | -5% |
| TDP1 block | 7% | nt | 3% | 3% | -4% | -1% | 0% | 8% |

No enrichment for hits; any-hit rate near 0.57%.
